Sm TGR block = qHTS Assay for the Inhibitors of Schistosoma Mansoni Peroxiredoxins; purified TGR, DTNB reduction, TNB absorbance 405 nm; 360,000 compounds, 3% hits; Potency, µM (top dose mostly 114 µM), for inactives: at the top dose activity change, negative = inhibition, hits mostly inhibitors; Schistosoma mansoni thioredoxin glutathione reductase (TGR), Q962Y6; further: potency means the concentration at half of the fitted maximal effect; nearly all actives have a fitted effect of over 60% in size
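First, TGR (20 nM dispensed) and NADPH were mixed with compound. Second, a 15 min room-temperature incubation followed. Third, further NADPH and then DTNB were added to start the reaction. Finally, TNB absorbance was monitored kinetically.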
FBPA Giardia inh = qHTS Assay for Inhibitors of Fructose-1,6-bisphosphate Aldolase from Giardia Lamblia. purified Giardia FBPA. Potency, µM (highest dose often 59.6 µM), without a hit: at the highest dose activity, negative = inhibition, actives largely listed as inhibitors. 290,000 compounds, 0.71% hits; further: potency means the concentration at half of the fitted maximal effect; nearly all actives have a fitted effect of over 55% in size
Target sequence (A8B2U2 whole entry, looked up): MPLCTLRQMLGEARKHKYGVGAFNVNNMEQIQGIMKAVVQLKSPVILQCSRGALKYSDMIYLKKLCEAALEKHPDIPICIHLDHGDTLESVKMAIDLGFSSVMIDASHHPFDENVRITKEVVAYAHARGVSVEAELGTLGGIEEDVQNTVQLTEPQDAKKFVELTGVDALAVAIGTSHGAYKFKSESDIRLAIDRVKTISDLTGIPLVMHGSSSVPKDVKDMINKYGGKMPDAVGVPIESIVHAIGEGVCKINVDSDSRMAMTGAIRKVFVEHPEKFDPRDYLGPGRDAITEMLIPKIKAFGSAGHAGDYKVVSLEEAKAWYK
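40 nM FBPA preincubated 10 min at RT with compound (up to 57.5 uM final), then substrate plus GAPDH/TPI/NAD/arsenate coupling and diaphorase/resazurin added. Fluorescence read after 20 min at RT, 525/598 nm.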
AmpC no deterg = qHTS Inhibitors of AmpC Beta-Lactamase (assay without detergent); AID 485341, 2010; AmpC nitrocefin hydrolysis, absorbance 480 nm, 0.0001% Triton; P00811; 330,000 compounds, 0.52% hits; Potency, µM (titrated, usually from 57.1 µM), for the others: at the top dose activity change, negative = inhibition, most hits filed as inhibitors;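 further: potency means the concentration at half of the fitted maximal effect; plate controls were no compound for no effect and no enzyme for full effect; nearly all actives have a fitted effect of over 20% in size; some results filed as inactive show a strong effect at the top dose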
Target sequence (P00811 whole entry, looked up): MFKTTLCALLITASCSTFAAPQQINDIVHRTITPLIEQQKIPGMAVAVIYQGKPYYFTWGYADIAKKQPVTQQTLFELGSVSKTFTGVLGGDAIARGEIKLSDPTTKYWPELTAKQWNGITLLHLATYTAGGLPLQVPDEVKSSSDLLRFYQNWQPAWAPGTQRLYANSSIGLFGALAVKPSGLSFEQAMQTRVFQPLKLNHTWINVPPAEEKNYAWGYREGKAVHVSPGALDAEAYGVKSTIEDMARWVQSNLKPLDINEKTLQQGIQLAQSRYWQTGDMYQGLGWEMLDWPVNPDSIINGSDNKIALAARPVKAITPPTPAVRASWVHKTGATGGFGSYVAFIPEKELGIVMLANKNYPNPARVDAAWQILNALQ
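20 mM phosphate pH 7.0 + 0.01% (detergent screen) or 0.0001% Triton X-100; 5.3 nM AmpC reagent; cpd preinc 15 min RT; nitrocefin (800 uM stock) to start; A480 q20 s × 4 min; Activity was normalised to no-enzyme and no-compound control wells.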
AmpC inh detg = qHTS Inhibitors of AmpC Beta-Lactamase (assay with detergent) | AmpC hydrolysis of nitrocefin, absorbance 480 nm, 0.01% Triton | Potency, µM (titrated, usually from 114 µM), inactives show at the top dose activity change, negative = inhibition, hits mostly inhibitors | 370,000 compounds, 0.041% hits | AID 485294, 2010;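 further: potency means the concentration at half of the fitted maximal effect; 0% = no-compound wells and -100% = no-enzyme wells; nearly all actives have a fitted effect of over 25% in size; some results filed as inactive show a strong effect at the top dose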
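AmpC (5.3 nM in the dispensed reagent) in 20 mM phosphate pH 7.0 with 0.01% (detergent screen) or 0.0001% Triton X-100 was preincubated with compounds for 15 min at room temperature. Nitrocefin was then added from an 800 uM solution, and hydrolysis was followed at 480 nm.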
HCMV antiviral = qHTS Assay for inhibitors of the human cytomegalovirus (HCMV); 410,000 compounds, 4.5% hits; HFF cells, HCMV-luciferase reporter, 72 h; stronger effect = lower value; activity change, negative = inhibition, % at 57.5 µM; in the data active means activity change below about -60%; inconclusive means no clear call, values can overlap the other calls; inactive means above about -39%
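Two-dose cell screen: HFF monolayers treated with compounds and infected with luciferase-expressing HCMV at 1 PFU/cell, 72 h at 37C, then lysed for luciferase measurement.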
HCV inh = qHTS Assay for Inhibitors of Hepatitis C Virus (HCV); Huh7.5.1 HCVcc-Cre infection, luciferase reporter, 44 h; Potency, µM (titrated, usually from 41.8 µM), for inactives: top-dose activity change, negative = inhibition, actives largely listed as inhibitors; 340,000 compounds, 3.4% hits; further: potency means the concentration at half of the fitted maximal effect
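After 44 h co-culture of compound, cells and HCVcc-Cre (~0.5 moi), substrate is added for 15 min at room temperature and luciferase measured over 15 sec. Cells were seeded at 1,000/well and pre-cultured 4 h.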
* hit, by the source's call; ? = inconclusive; . = not tested or not shown; & = joins results of further samples; [ ] = remark or other dose. Unless noted, the call rests on the fitted dose curve; in most records, active means well fitted curve in the direction sought with a large enough effect; inconclusive means small, poorly fitted or top-dose-only effect, or another doubt; inactive means no such curve, though single readings can be large; an effect the other way counts as inactive or inconclusive. Unless noted, on the % scale 0 is the no-effect control and ±100 the full control effect. Hits appear at their usual frequency; overall some 9.9% were active at least once.

Values in the order: Sm TGR block, FBPA Giardia inh, AmpC no deterg, AmpC inh detg, HCMV antiviral, HCV inh
COc1ccc(CCNC(=O)C(=O)NCC2OCCN2S(=O)(=O)c2ccc(C)cc2)cc1 (stereo unspecified)
  1%, 6%, -1%, -9%, -26, ?
CC(C)Cn1cc(NC(=O)NCc2ccccc2)c2ccccc2c1=O
  26%, ., ., -8%, 7, .
CCc1ccc(NC(=O)C2CCN(S(=O)(=O)c3ccc4[nH]c(=O)ccc4c3)CC2)cc1
  6%, -2%, -12%, ?, 12, -30%
CC(C)OC(=O)/C(=C\c1ccc2c(c1)c1ccccc1n2C)NC(=O)c1ccccc1
  16%, -2%, -22%, 2%, 55, ?
C=CCOc1c(CNc2ccc3[nH]c(=O)[nH]c3c2)cccc1OC
  -17%, -6%, 77%[activator], -1%, -20, -10%
CN1C(=O)CN=C(c2ccccc2)c2cc(Cl)ccc21
  -2%, 8%, 13%, 3%, ., .
COc1ccc(-c2cc(C)no2)cc1S(=O)(=O)NCc1ccc(OC(C)C)cc1
  8%&10%, -3%, 5%, 1%&1%, -19&11, -22%
CCC(=O)NCCn1ccc2ccccc21
  -2%, 2%, -14%, -17%, 58, 23%
Cc1ccc(S(=O)(=O)N(CC(=O)NCCSC2CCCCC2)c2ccccc2F)cc1
  -13%, 1%, -18%, 0%, 17, 4%
Cc1ccccc1Nc1ccc(S(=O)(=O)N2CCOCC2)cc1[N+](=O)[O-]
  ?, 3%, 32%, 6%, 3, -3%
COCCn1c(SCC(=O)Nc2ncc(C)s2)nc2sc3c(c2c1=O)CCC3
  -7%, -5%, 18%, ?, ., 2.2µM*
CSc1nc(C)cc(OCNC(=O)c2cccs2)n1
  6%, 0%, -5%, -1%, -7, 32%[activator]
Cc1ccc(CNC(=O)c2ccc(N3CCC4(CC3)CC(c3cccc(Br)c3)=NO4)c(NC(=O)c3ccco3)c2)cc1
  -15%, ., -24%, -6%, ?, -14%
Cc1c(Cl)cccc1NC(=O)N1CCN(Cc2cc(=O)n3nc(-c4ccccc4F)sc3n2)CC1
  0%, ., ., 15%, 29, .
CC(=O)Nc1ccc2c(COC(=O)[C@@H](NS(=O)(=O)c3ccc(C)cc3)C(C)C)cc(=O)oc2c1
  ., ., -1%, ., -22, ?
CCNC(=O)NC(=O)COC(=O)c1cccc(S(=O)(=O)N2CC3(C)CC2CC(C)(C)C3)c1 (stereo unspecified)
  -13%, ., 22%, ?, -28, 1%
C/C(=N\NC(=O)CSc1nc2ccccc2s1)c1cccnc1
  0%, -4%, -11%, 8%, 2, -16%
CSc1nc(C)c2c(n1)OC(CN1C(=O)c3ccccc3C1=O)C2 (stereo unspecified)
  -4%, 6%, -9%, ?, ., .
COc1ccc2oc(C(=O)N3CCN(S(=O)(=O)c4ccc(F)cc4)CC3)c(C)c2c1
  ., ., 22%, ., -20, ?
O=C(c1ccccc1)c1ccc(Sc2ccc([N+](=O)[O-])cc2)cc1
  19%, -2%, -12%, ?, ?, ?
Cc1ccc(CCNC(=O)Cn2c(-c3cccs3)cc3ccccc32)cc1
  -2%, ., ., 12%, 3, .
C/C(=N\NC(N)=O)c1ccc(-n2ccnc2)cc1
  -25%, 3%, 0%, -4%, 30, 12%
COc1c(Cl)cnn(-c2ccc(Cl)c(Cl)c2)c1=O
  -2%, -1%, -15%, -3%, -22, ?
C=CCc1cc(C)ccc1OCC(O)CN1CCN(c2ccccc2)CC1 (stereo unspecified)
  9%, ?, 45%, -6%, 7, -26%
CCCc1nnc(NC(=O)C(=O)NCCN(CC)CC)s1
  3%, -16%, 67%[activator], -3%, -30, 19%
O=S(=O)(Nc1ccc2c(c1)OCCO2)c1ccc(F)c(F)c1
  -24%, 7%, -28%, 8%, -24, -1%
CCc1cccc(NS(=O)(=O)c2cccc3cccnc23)c1
  -6%, -8%, -40%, -3%, -26, 2%
CC(=O)Nc1ccc(NC(=O)CSc2nnc(C)n2-c2ccccc2)cc1
  -11%, 13%, -25%, -16%, 1, 17%
COc1ccc(C(C)(C)C)cc1NC(=O)COC(=O)C1=NNC(=O)CC1
  -2%, ., 0%, -14%, -5, -10%
COc1cc(CNc2ncc(-c3ccc(Cl)cc3)n2C)cc(OC)c1OC
  -3%, ?, 1%, ?, -25, ?
COc1cccc(NC(=O)CSc2nc3c([nH]c4ccccc43)c(=O)n2-c2cc(C)cc(C)c2)c1
  -3%, ., ., 5%, -30, .
COc1ccc(NC(=O)CSCC(=O)Nc2nnc(C)s2)cc1
  -8%, ., -13%, -14%, -18, 7%
CCOc1ccc2[nH]c3c(N4CCc5ccccc5C4)ncnc3c2c1
  14%, -14%, -17%, 14%, 9, -79%
CCCc1cc(=O)[nH]c(SCC(=O)Nc2ccc(Br)cc2)n1
  -3%, 2%, -26%, -1%, 0, -24%
O=[As](O)(O)c1ccc(N=Nc2ccc(O)cc2)cc1
  50µM*, 3%, -6%, -13%, -80*, -24%
O=C(CSc1nnc(-c2ccccc2)o1)N1CCc2ccccc2C1
  -15%, -17%, -2%, ?, 6, -8%
CCOC(=O)N1CCc2c(sc(NC(=O)c3ccc(Cl)s3)c2C(N)=O)C1
  -27%, 4%, -41%, ?, ., -18%
NS(=O)(=O)c1cccc(NC(=S)NC(=O)c2cccc([N+](=O)[O-])c2)c1
  16µM*, 18µM*, -25%, 3%, -8, 2%
COCCCn1c(C)nnc1SCC(=O)NCc1ccco1
  ?, -2%, -11%, 1%, -4, 12%
O=C(c1ccccc1SCc1ccccc1)N1CCOCC1
  -5%, -1%, -12%, 4%, -34, -7%
CCOC(=O)C1=C(C)N(C2CCCCC2)C(=O)C1
  -28%, 0%, -6%, -11%, 40, 14%
Cn1c(Cc2cccs2)n[nH]c1=S
  2%, -19%, -18%, 3%, -14, 11%
C/C(=N\NC(=O)NC1CCCCC1)c1ccc(OC(F)F)cc1OC(F)F
  2%, -5%, 59%, 12%, -36, ?
COc1cccc(/C=C/C(=O)NCc2ccc3c(c2)OCO3)c1
  -6%, -1%, -31%, 4%, ?, -10%
CC12CC(NC(=O)N1c1cccc(C(=O)N3CCN(c4ccccc4)CC3)c1)c1ccccc1O2 (stereo unspecified)
  0%, -1%, 129%[activator], -6%, ?, -30%
Cc1cccc(OCC(=O)N(Cc2ccccc2)c2c(N)n(Cc3ccccc3)c(=O)[nH]c2=O)c1
  0%, ., -24%, 4%, -39, ?
COc1cccc(OCc2cc(C(=O)N(Cc3nccn3C)C(C)C)no2)c1
  -33%, ., 50%, -17%, -27, -5%
Cc1c(-c2cccc(NC(=O)c3ccc(F)c(F)c3)c2)nc2ncccn12
  -5%, ., ., 1%, -11, .
Cc1ccc(C)c(CSc2nnc(C)c(=O)[nH]2)c1
  -4%, 15%, 104%[activator], -9%, -9, 11%
COCC(=O)Nc1ccc(S(=O)(=O)Nc2cc(C)nc(C)n2)cc1
  4%, 0%, -4%, 1%, ., 19%

Five successive records out of the list so far:
Values in the order: Sm TGR block, FBPA Giardia inh, AmpC no deterg, AmpC inh detg, HCMV antiviral, HCV inh
CCOC(=O)C1=C(C)N(C2CCCCC2)C(=O)C1
  -28%, 0%, -6%, -11%, 40, 14%
Cn1c(Cc2cccs2)n[nH]c1=S
  2%, -19%, -18%, 3%, -14, 11%
C/C(=N\NC(=O)NC1CCCCC1)c1ccc(OC(F)F)cc1OC(F)F
  2%, -5%, 59%, 12%, -36, ?
COc1cccc(/C=C/C(=O)NCc2ccc3c(c2)OCO3)c1
  -6%, -1%, -31%, 4%, ?, -10%
CC12CC(NC(=O)N1c1cccc(C(=O)N3CCN(c4ccccc4)CC3)c1)c1ccccc1O2 (stereo unspecified)
  0%, -1%, 129%[activator], -6%, ?, -30%

Later entries
Values in the order: Sm TGR block, FBPA Giardia inh, AmpC no deterg, AmpC inh detg, HCMV antiviral, HCV inh
Cc1ccc(OCC(=O)Nc2ccc(CN3CCOCC3)cc2)cc1C
  ?, -8%, 50%, ?, -13, -2%
Cc1ccc(-n2c(SCC(=O)NCc3ccco3)nc3c([nH]c4ccccc43)c2=O)cc1
  -1%, 0%, ?, 4%, 67, ?
CC1CN(C(=O)CCC(=O)NCCCN2CCC(Cc3ccccc3)CC2)c2cc(Cl)ccc2O1 (stereo unspecified)
  5%, -4%, 48%, ?, ?, ?
CC(=O)OCCCN1C(=O)c2ccc(Br)cc2C1=O
  -6%, -4%, -4%, -10%, -11, 22%
O=C(NN1C(=O)C2C3C=CC([C@H]4CC34)[C@@H]2C1=O)c1ccc(Br)cc1 (stereo partly specified)
  0%, -2%, -19%, 3%, -16, -6%
C=C(C)COc1ccc(-c2[nH]ncc2-c2ccc(OC)c(OC)c2)c(O)c1
  4%, -1%, -32%, 1%, ?, 2µM*
COC(=O)C1=CN(Cc2ccc(OC)cc2)C=C(C(=O)OC)C1c1ccsc1
  ., -3%, -3%, -6%, -7, -19%
COc1ccccc1CNC(=O)c1oc2ccccc2c1C
  7%, ., 74%[activator], 3%, 21, -21%
COc1ccc(NC(=S)Nc2ccc(C)c(Cl)c2)cc1OC
  -29%, -11%, -4%[2.29 µM], -1%, ?, -24%
Cc1cc(C)n(C(=O)c2ccc(C)o2)n1
  7%, 0%, -12%, 8%, 1, 1%
O=C1/C(=C\c2ccc([N+](=O)[O-])cc2)N2CCC1CC2
  -4%, 3%, -12%, 2%, 8, 5%
Cc1ccc(NC(=O)c2cc(N3C(=O)C=CC3=O)ccc2N2CCOCC2)cc1Cl
  0.71µM*, -12%, 53%, -7%, ?, ?
Cc1ccc(NC(=O)C(=O)NCC2CCCN2S(=O)(=O)c2cccs2)cc1 (stereo unspecified)
  -14%, ., -20%, ?, -10, 7%
Cc1ccc(-c2nnc(SCC(=O)NC3CC3)n2N)cc1
  -1%, 0%, -4%, -12%, 12, 3%
CC1CCCCN1S(=O)(=O)c1ccc(S(=O)(=O)N2CCN(c3ccc(F)cc3)CC2)cc1 (stereo unspecified)
  -9%, -10%, -10%, -9%, -22, -9%
O=C(NCCc1ccccc1)C(c1cccs1)N(C(=O)CCl)c1ccc(Cl)cc1 (stereo unspecified)
  1.1µM*, -1%, 1%, -5%, -100*, ?
N[C@@H](CO)c1nnc([C@H](CCC(=O)O)NC(=O)C2CCNCC2)o1
  -1%, -4%, -18%, 6%, -2, 7%
O=C(CCC(=O)N1CCOc2ccc(Cl)cc21)N1CCC2(CC1)OCCO2
  -11%, ., 32%, 1%, 0, 23%
Cc1cc(NS(=O)(=O)N(C)C)ccc1C(C)C
  -6%, 0%, -9%, 1%, -9, 15%
CCO/C=C1\C(=O)N(c2ccc(OCC)cc2)C(=O)c2ccccc21
  ?, -9%, -26%, -11%, -9, -12%
COc1cc(NC(=O)Cn2c(-c3cncs3)nc3ccccc32)cc(OC)c1OC
  3%, 21%, 100%[activator], -5%, 94, -1%
CSc1nc(NCCOCCO)c2sc3nc(-c4ccco4)c4c(c3c2n1)CCC4
  3.2µM*, -17%, 139%[activator], ?, -1, ?

Screens (PubChem)
